Source: PubChem BioAssay
TbREL1 primary = TbREL1 inhibition, primary screen. P86926. TbREL1 RNA ligation, FRET fluorescence. inhibition, % at 9.66 µM. 89,000 compounds, 0.49% hits. AID 1117264;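 active = inhibition above the mean inhibition across all screened compounds plus 3 SD, cut at about 11% in these data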;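 also: 0% = plate median of test wells and 100% = NSC42067 control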
Target sequence (P86926 whole entry, looked up): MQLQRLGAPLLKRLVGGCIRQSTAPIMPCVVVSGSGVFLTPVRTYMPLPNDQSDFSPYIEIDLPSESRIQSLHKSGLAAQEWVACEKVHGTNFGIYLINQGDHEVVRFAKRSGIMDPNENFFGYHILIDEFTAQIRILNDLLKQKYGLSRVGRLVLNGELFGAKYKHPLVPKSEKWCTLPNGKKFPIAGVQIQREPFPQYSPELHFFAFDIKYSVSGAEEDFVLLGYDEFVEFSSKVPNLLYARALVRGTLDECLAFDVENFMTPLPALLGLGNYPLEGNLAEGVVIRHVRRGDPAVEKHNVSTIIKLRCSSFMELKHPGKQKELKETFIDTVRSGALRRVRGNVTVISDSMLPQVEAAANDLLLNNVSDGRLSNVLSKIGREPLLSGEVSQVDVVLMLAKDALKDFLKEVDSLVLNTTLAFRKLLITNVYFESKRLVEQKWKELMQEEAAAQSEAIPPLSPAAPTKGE
* marks the source's active call; other numbers are inactive results. An excerpt, so the mix of outcomes need not match the whole.

The first 2 entries as a preview:
Structure,TbREL1 primary
COc1ccc(CCNC(=O)CC2Oc3ccc(Cl)cc3NC2=O)cc1OC (stereo not drawn),0.7
Cc1ccc2c(c1)c(C1=NC(=S)NC1=O)c(O)n2C,-0.6

Main list, repeating the preview:
Structure,TbREL1 primary
COc1ccc(CCNC(=O)CC2Oc3ccc(Cl)cc3NC2=O)cc1OC (stereo not drawn),0.7
Cc1ccc2c(c1)c(C1=NC(=S)NC1=O)c(O)n2C,-0.6
CC(=O)C1=C(C)NC(C)=C(C(C)=O)C1c1cccs1,4.9
COc1cc(/C=C/C(=O)OCC(=O)NC(=O)NC2CCCCC2C)ccc1OC(F)F (stereo not drawn),-1.5
CCN(C(=O)c1cn(C)c(=O)c2cc(OC)c(OC)cc12)c1cc(OC)ccc1OC,0.8
Cc1ccc(-c2ccc(C(=O)O)[nH]2)cc1,-2.7
CCCCOc1ccc(C(=O)NNC(=O)C2C3CCC(C3)C2C(=O)O)cc1 (stereo not drawn),1.2
Cc1ccc(S(=O)(=O)NC(CCC(N)=O)C(=O)NCc2ccc3c(c2)OCO3)c(C)c1 (stereo not drawn),0.5
Cn1nnnc1SCCNCc1ccccc1OCc1ccc(F)cc1,-0.5
COC(=O)[C@@H](NC(=O)NCc1ccco1)C(C)C,6.3
CCSc1nccc(-c2nn(-c3ccc(C)cc3)ccc2=O)n1,-2.2
O=S(=O)(NCCC1CC1(Cl)Cl)c1ccccc1 (stereo not drawn),-2.0

(further entries)
Structure,TbREL1 primary
CCCn1nnc(NC(=O)C(c2ccccc2)c2ccccc2)n1,-1.3
OC(COc1ccccc1)CN1CCN(CC(O)COc2ccccc2)CC1 (stereo not drawn),8.9
CC(C(=O)Nc1cccc(S(=O)(=O)N2CCOCC2)c1)N1CCN(C)CC1 (stereo not drawn),-2.8
Cc1ccc(Cl)cc1-c1cc(C(=O)NCc2cccc(Cl)c2)[nH]n1,7.7
CCC(=O)N1CC2(CC(c3cccc(NC(=O)CC(c4ccccc4)c4ccccc4)c3)=NO2)C[C@H]1C(N)=O (stereo partly drawn),-2.5
CC(C)(C)OC(=O)N1CCC(Cc2cc(-c3cccnc3)no2)(C(=O)O)CC1,-0.9
CCC(C)n1c(NC(=O)c2ccccc2)c(C#N)c2nc3ccccc3nc21 (stereo not drawn),11.6*
CC(C)OC(=O)CSc1nc2cc3c(cc2cc1C#N)OCO3,2.1
C=CCn1c(=S)[nH]c2ccccc2c1=O,-1.6
Cc1ccc([N+](=O)[O-])cc1NC(=O)CN1CCCCC1,-1.1
COc1ccc(-c2c(Sc3ccccc3)c3cc(-c4ccc(OC)c(F)c4)ccc3n2C)cc1,8.7
c1nc(NCc2ccc3c(c2)OCO3)c2cc(-c3ccc4c(c3)OCCO4)ccc2n1,4.7

(list continues)
Structure,TbREL1 primary
Cc1ccc(C(=O)NCC(=O)OCC(=O)Nc2ccc(Cl)cc2C(F)(F)F)cc1C,-1.4
Cc1cc(C)n(CCNC(=O)C2CCC(=O)N(Cc3ccc(Cl)cc3)C2)n1 (stereo not drawn),0.2
COc1cc(NC(=O)c2ccccc2)c(OC)cc1NC(=O)CN1CCN(c2ccccn2)CC1,-2.3
Cn1c(SCC(=O)NCc2ccc3c(c2)OCO3)nnc1-c1cc2ccccc2cc1O,-4.9
COC(=O)CCN(Cc1ccc(OC)cc1OC)S(=O)(=O)c1ccccc1Br,0.1
CCOC(=O)Cc1nnc(NC(=O)C(CC)Sc2nc(C)cc(C)n2)s1 (stereo not drawn),-0.6
CCOc1ccccc1C(=O)Nc1cc(OC)ccc1OC,0.2
CCc1c(C)sc(NC(=O)CSc2nc3c(c(C(F)(F)F)n2)CCc2ccccc2-3)c1C#N,-0.7
CCn1c(C)nc2cc(C(=O)NNS(=O)(=O)c3ccc(C)cc3C)ccc21,-0.6
C=CCN(CC=C)CCOc1cccc2ccccc12,-2.3
Cc1sc(NC(=S)NC(=O)C2CCCCC2)c(C(N)=O)c1C,-0.8
Nc1nnc(Cc2ccc(F)cc2)s1,-0.1

Additional compounds follow:
Structure,TbREL1 primary
Cc1c(C(=O)NCc2cccc(Cl)c2)sc(=O)n1Cc1cccc(F)c1,1.3
CC(C)N(C(=O)c1ccc(Cc2cn(C)c3ccccc23)nc1)C(C)C,-2.3
Cc1ccsc1C1C2=C(CC(C)(C)CC2=O)Nc2ncnn21 (stereo not drawn),5.6
Cc1cccc(C)c1Nc1nnc(SCC(=O)NC2CCS(=O)(=O)C2)s1 (stereo not drawn),-0.4
CCN(CC)C(=O)Cn1cc(S(=O)(=O)CC(=O)NCc2ccccc2)c2ccccc21,-0.5
COC(CN(C(=O)CCl)C(C(=O)NC1CCCCC1)c1ccc(C)cc1)OC (stereo not drawn),-1.1
COc1ccc2c(c1)OC(=O)CC2c1cc(OC)c(OC)c(OC)c1 (stereo not drawn),-0.8
CCN1C(=C(C#N)C#N)C=Cc2ccccc21,1.0
O=C(Nc1ccccc1)C1=C[C@@H](C2CCCCC2)C[C@@H](OCc2ccc(CO)cc2)O1,-1.5
Cn1nnnc1SCCNCc1ccc(Cl)cc1,0.1
Cc1cc(NC(=O)c2ccc3c(c2)OCO3)no1,1.3
COc1cc2oc3cc(C#Cc4ccc(N)cc4)ccc3c(=O)c2cc1OC,3.4

(continued)
Structure,TbREL1 primary
O=C(NCc1ccc(OC(F)(F)F)cc1)C1CC2Cn3c(nc4ccccc43)C2N1Cc1ccccc1 (stereo not drawn),-0.5
COCCn1c(SCC(=O)Nc2ccc3c(c2)OCCO3)nnc1C(C)C,5.6
COc1cc(/C=N\NC(=O)c2ccc(-c3ccccc3)cc2)ccc1OCC(N)=O,-0.5
C[C@H](NC(=O)c1nc[nH]c1C(=O)NC1CCN(C(=O)OC(C)(C)C)CC1)C(=O)OC(C)(C)C,1.0
Cc1cc(C)cc(C(=O)OCC(=O)N2CCCCCC2)c1,7.4
O=C(NCC1CCCO1)c1cccc(S(=O)(=O)Nc2ccc(SC(F)F)cc2)c1 (stereo not drawn),0.2
NC(=O)c1ncn([C@@H]2O[C@H](CNC(=O)[C@H](N)CSCc3ccccc3)[C@@H](O)[C@H]2O)n1,0.6
Cn1c(SCc2ccc(Cl)cc2Cl)nc(C(F)(F)F)cc1=O,2.3
O=C(c1ccc2c(c1)OCCO2)N1CCN(c2ccccn2)CC1,-1.8
O=C(CSc1ncnc2sc3c(c12)CCCC3)Nc1ccc(Oc2ccccc2)cc1,0.6
O=C(O)c1ccccc1C(=O)Nc1ccccn1,4.7
Cc1cc(-c2n[nH]c(=S)n2-c2ccc(C)c(C)c2)no1,-3.9

New compounds follow
Structure,TbREL1 primary
NC1(C#Cc2ccc3c(=O)c4ccccc4sc3c2)CCCCC1,4.8
COc1ccc(NC(=O)N2CCN(C(=O)c3ccco3)CC2)c(OC)c1,0.1
CCCc1nc2c(C)cc(C)cc2c(N)c1CC,6.2
CCC/C(O)=N\S(=O)(=O)c1ccc(N=NN(C)C)cc1,2.0
CC(C)CNC(=O)C(=O)NCC1CCCN1S(=O)(=O)c1cccs1 (stereo not drawn),1.3
CS(=O)(=O)c1ccccc1-c1nc(-c2ccc(C(F)(F)F)cc2)no1,-0.4
O=C(CCCN=C1NS(=O)(=O)c2ccccc21)Nc1ccc(Cl)cc1,1.9
Cc1ccc(NS(=O)(=O)c2cc(OCC(N)=O)c(C)cc2Cl)cc1C,-0.7
COc1ccc(OC)c(NC(=O)C23CCC(C)(C(=O)O2)C3(C)C)c1 (stereo not drawn),-1.9
O=C(C[C@@H]1C[C@H]2c3cc(NC(=O)c4cccnc4)ccc3O[C@H]2[C@H](CO)O1)NCc1ccc(Oc2ccccc2)cc1,-0.5
CCOc1cccc(/C=N/NC(=O)c2cccnc2)c1O,1.8
CCOc1ccc(C(=O)N2CCCC(c3nc(-c4ccc(C)o4)no3)C2)cc1 (stereo not drawn),0.1

(next part)
Structure,TbREL1 primary
CC(C)(C)c1ccc(C(=O)NC(=S)NNC(=O)c2cccs2)cc1,2.7
O=C(Nc1ccc(Br)cc1)O[C@@H]1CC[C@@]23CCCN2C(=O)CCC[C@H]3C1,4.2
Cc1cc(C)nc(OC(C(=O)O)C(OCc2ccccc2)(c2ccccc2)c2ccccc2)n1 (stereo not drawn),3.9
CC(NS(=O)(=O)c1ccccc1)C(N)=O (stereo not drawn),0.9
O=C1CCN(Cc2ccc(Br)cc2)CCN1CCO,-1.5
CC(C)(C)OC(=O)NCc1ccc(CNC(=O)c2ncn(Cc3ccccc3)c2C(=O)NCc2ccc(CNC(=O)OC(C)(C)C)cc2)cc1,1.6
O=C(Nc1cccc(Cl)c1)OC1CCCCc2cccnc21 (stereo not drawn),3.3
Cc1cccc(-n2c(O)c(C=Nc3ccc(O)cc3)c3ccccc3c2=O)n1,4.7
CC(C)C[C@@H](CSc1ccccc1)N1CCN(CC(C)C)CCC1=O,-1.7
CC1CN(C(=O)CCS(=O)(=O)c2ccccc2)CC(C)O1 (stereo not drawn),1.6
Cc1ccc(C2(c3ccccc3)NC(=O)N(CC(=O)N(C)C3CCS(=O)(=O)C3)C2=O)cc1C (stereo not drawn),-2.3
Cc1cccc(-c2ccc3[nH]c4c(c3c2)CCN2C[C@@H]([C@H](C)O)[C@@H](N(C)C(=O)Nc3ccc(F)cc3)C[C@@H]42)c1,3.5

Going on with the list:
Structure,TbREL1 primary
Cc1c(NS(=O)(=O)c2cc3c(cc2Br)CCN3C(=O)C2CC2)c(=O)n(-c2ccccc2)n1C,-2.8
Cc1ccsc1/C=N/n1c(-c2cccnc2)n[nH]c1=S,-5.1
O=S(=O)(N(Cc1ccccc1)[C@@H](CO)Cc1ccccc1)N(Cc1ccccc1)[C@@H](CO)Cc1ccccc1,0.4
O=C(Nc1cc(C(F)(F)F)ccc1N1CCCC1)C1CCCO1 (stereo not drawn),-0.1
O=C(OCC#CCSc1nnc(-c2cccc3ccccc23)o1)c1ccc(OC(F)(F)F)cc1,4.2
CSc1nc2ccccc2n1C(=O)Oc1ccccc1,8.4
C/C(=N\OCC(=O)Nc1ccc(F)c(F)c1F)c1cc2ccccc2o1,-0.2
O=c1c[n+]([O-])c2ccccc2n1OCc1c(F)cccc1F,3.3
Cc1ccnc(NC(=O)C2CC(=O)N(Cc3ccccc3)C2)c1 (stereo not drawn),2.8
Cc1ccccc1N(CC(=O)NCCc1ccccc1)C(=O)c1ccc(N2CCCC2)nc1,0.1
O=C(COC(=O)/C=C/c1cccc(F)c1)NC1CCCCC1,-1.6
Cc1ccc(C(C(=O)NC2CCCC2)N(C(=O)c2csnn2)c2ccccc2)o1 (stereo not drawn),-2.2

Look-ups from the results shown.
COc1ccc(CCNC(=O)CC2Oc3ccc(Cl)cc3NC2=O)cc1OC (stereo not drawn) in TbREL1 primary reads 0.7
COc1ccc(NC(=O)N2CCN(C(=O)c3ccco3)CC2)c(OC)c1 in TbREL1 primary reads 0.1

Continuation.
Structure,TbREL1 primary
Clc1ccc(CN=C(Nc2ccccc2)NC2CCCCC2)cc1,12.6*
CCOC(=O)CSc1nc(Nc2ccc3c(c2)OCO3)c2ccccc2n1,-1.9
CCN(c1cccc(C)c1)C(C(=O)Nc1ccc(OC)cc1)c1cc2c(cc1[N+](=O)[O-])OCO2 (stereo not drawn),-1.0
CCc1nn2c(=O)cc(CSc3nc(C)cc(=O)[nH]3)nc2s1,-0.3
Cc1ccc2occ(/C=C/C(=O)c3ccccc3O)c(=O)c2c1,2.3
CC(C)C[C@H]1COc2cccc(N3CCC[C@@H]3CO)c2S(=O)(=O)N1,-6.2
Cc1cc(C(F)(F)F)c(C#N)c(N2CCOCC2)n1,0.2
CCN(CC)CCC(c1ccc(OC)cc1)c1c(O)cc(OC)cc1OC (stereo not drawn),0.5
O=C(c1ccccc1F)N1CCN=C1SCc1cccnc1,-1.3
CCc1nnc(NC(=O)CSc2nnc(-c3c[nH]c4ccccc34)n2C)s1,7.2
COc1cccc(NC(=O)CN(C)C(=O)c2ccc(-c3ccc(Cl)cc3)o2)c1,0.1
Cc1ccc(S(=O)(=O)CC(=O)N2CCCCCC2)cc1,3.0

Further records follow.
Structure,TbREL1 primary
Cc1cc(Oc2ccccc2)nc(SCC(=O)Nc2ccc(Cl)c(Cl)c2)n1,0.5
CCCC[C@H]1C2CC(OC(=O)NCCCC(=O)OCC)C(C2)[C@H]2CCCCN21 (stereo partly drawn),1.6
CC1=NNC(=O)C1Cc1ccccc1 (stereo not drawn),0.7
CCOc1cc2c(cc1/C=C1/NC(=O)N(CC(=O)OC)C1=O)OCO2,-0.4
CC1CCN(C(=S)Nc2ccc(SC(F)F)cc2)CC1,0.8
CN1C[C@@H]2[C@@H]3C(=O)N(Cc4ccccc4)C(=O)[C@@H]3[C@](C)(C1=O)N2C(=O)c1ccc(C(C)(C)C)cc1,-3.1
COc1ccc(/C=C2\SC(=S)N(CCCC(=O)N3CCN(C)CC3)C2=O)cc1OC,5.0
CC(C)CN(CCNC(=O)c1cn(C)c2ccc(S(=O)(=O)N3CCCC3)cc2c1=O)CC(C)C,3.5
CCOc1ccc(CCN2C(=O)C(=O)N([C@@H](CC(C)C)CN3CCC[C@H]3CN3C(=O)C(=O)NC[C@@H]3Cc3ccccc3)C[C@@H]2Cc2ccc(O)cc2)cc1,1.2
CC(=O)Nc1cccc(NC(=O)CSc2nc(=O)n(Cc3ccncc3)c3c2CCC3)c1,-1.6
CCC(=O)Nc1cc(C)c(NC(=O)c2ccccc2OC)cn1,0.9
COc1ccc(NC(=O)CNC(=O)C2CCCCC2)cc1OC,-0.6

The list goes on.
Structure,TbREL1 primary
C[C@@H]1CN([C@@H](C)CO)S(=O)(=O)c2ccc(Br)cc2O[C@H]1CN(C)C(=O)Nc1ccc2c(c1)OCO2,-2.6
CCOc1ccccc1N1CCN(C(=O)c2ccc3nc(N)sc3c2)CC1,-1.2
Cc1ccc(NC(=O)Nc2ccon2)cc1,3.1
CCCC[C@H]1C2CC(OC(=O)NCc3ccccc3)C(C2)[C@H]2CCCCN21 (stereo partly drawn),0.6
CC(C)NC(=O)CSc1nc(Cc2cccs2)nc2ccccc12,-0.9
